Source: PubChem
MsrA inh – inhibitors of bovine MsrA; purified bovine MsrA, absorbance read-out; inhibition, % at 15.5 µM; hit rate 0.75% among 360,000; in the data active = inhibition above about 4.5%;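 note: 0% = vehicle wells with enzyme and 100% = reference inhibitor wells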
Rin1-Abl PPI inh – inhibitors of human Rin1-Abl protein interaction; TR-FRET Rin1/Abl binding, biochemical; hit rate 0.4% among 360,000; P00519+Q13671; inhibition, % at 7.35 µM; in the data active = inhibition above about 5%, passing the limit was not always enough
Neddyl block – cullin neddylation inhibition; P61081+Q13564; TR-FRET cullin neddylation, biochemical; calls only at 25 µM; hit rate 0.58% among 360,000; in the data active = inhibition above about 36%
PABP1 MLLE inh – inhibitors of microRNA-mediated deadenylation, human PABP1 MLLE binding | GST-MLLE / FITC-PAM2 fluorescence polarization | AID 588489 | P11940 | hit rate 0.36% among 360,000 | inhibition, % at 20 µM; in the data active = inhibition above about 35%, passing the limit was not always enough;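 note: plate controls were DMSO wells with GST-MLLE for no effect and wells lacking GST-MLLE protein for full effect; some results filed as inactive read as strong as hits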
TbMetRS inhib – Trypanosoma brucei MetRS inhibition; inhibition, % at 11.9 µM; hit rate 0.4% among 360,000; purified T. brucei MetRS, ATP depletion, Kinase-Glo luminescence;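 active = inhibition above a per-plate cutoff of the control wells' mean inhibition plus 3 SD, cut at about 5.5% in these data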;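 note: 0% = DMSO wells median and 100% = median of wells with control inhibitor compound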
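Test system: purified T. brucei MetRS enzyme. Also added: ATP, methionine and E. coli bulk tRNA substrates. Compound: 11.9 µM single point. Schedule: 15 min enzyme-compound preincubation, 2 h reaction, 10 min detection, 25 °C. Signal: luciferase luminescence of residual ATP, Kinase-Glo. Evaluation: percent inhibition versus plate control medians. Controls: DMSO wells, low control.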
MsrA act – bovine methionine sulfoxide reductase A activation. purified bovine MsrA, absorbance read-out. activation, % at 10.6 µM. hit rate 0.3% among 360,000; in the data active = activation above about 7.5%;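 note: 0% = vehicle and 100% = reference activator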
E coli Lon inh – inhibits E. coli Lon protease; AID 602123; purified E. coli Lon protease, fluorescence polarization; inhibition, % at 7.94 µM; P0A9M0; hit rate 0.42% among 360,000; in the data active = inhibition above about 13%, passing the limit was not always enough;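 note: 0% = enzyme with probe and DMSO and 100% = no enzyme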
Target sequence (P0A9M0 whole entry, looked up): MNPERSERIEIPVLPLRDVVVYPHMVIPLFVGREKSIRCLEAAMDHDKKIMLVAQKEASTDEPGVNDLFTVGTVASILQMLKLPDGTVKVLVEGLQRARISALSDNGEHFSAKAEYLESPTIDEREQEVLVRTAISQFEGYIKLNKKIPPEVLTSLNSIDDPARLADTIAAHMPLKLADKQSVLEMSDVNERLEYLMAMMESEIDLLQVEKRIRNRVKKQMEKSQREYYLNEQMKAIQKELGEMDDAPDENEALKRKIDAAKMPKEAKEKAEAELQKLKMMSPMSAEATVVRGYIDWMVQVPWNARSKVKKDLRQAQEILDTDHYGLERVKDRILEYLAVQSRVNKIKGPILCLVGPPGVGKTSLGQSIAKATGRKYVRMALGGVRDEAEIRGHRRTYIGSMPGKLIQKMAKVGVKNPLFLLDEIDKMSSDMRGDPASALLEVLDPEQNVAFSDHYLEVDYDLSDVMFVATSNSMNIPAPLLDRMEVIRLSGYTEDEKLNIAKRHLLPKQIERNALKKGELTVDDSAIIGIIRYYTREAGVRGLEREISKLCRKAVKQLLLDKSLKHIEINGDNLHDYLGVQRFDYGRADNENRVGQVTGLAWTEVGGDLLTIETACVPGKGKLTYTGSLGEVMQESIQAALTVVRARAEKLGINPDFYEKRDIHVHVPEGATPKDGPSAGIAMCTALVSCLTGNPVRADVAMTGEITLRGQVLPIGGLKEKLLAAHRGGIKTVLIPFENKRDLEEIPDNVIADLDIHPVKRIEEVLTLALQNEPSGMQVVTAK
FAS TE block – FAS thioesterase (human) inhibition; P49327; recombinant FAS-TE, OMFH fluorogenic substrate, fluorescence endpoint; inhibition, % at 15 µM; hit rate 0.67% among 360,000;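 active = compounds whose normalised, plate-corrected inhibition of enzyme fluorescence in the single-dose primary screen is 50% or more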;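 note: 0% = DMSO with enzyme and 100% = substrate without enzyme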
CSN deneddyl inh – CSN deneddylation inhibition; inhibition, % at 12.5 µM; Purified CSN, SCF-Nedd8-OG deneddylation, fluorescence polarization; hit rate 0.38% among 360,000; AID 651999; Q92905;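 active = pattern-corrected inhibition above about 35%, with an unprinted fluorescence ratio check between 0.5 and 1.5, limit read from the data, passing the limit was not always enough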;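 note: 0% = enzyme with substrate and 100% = substrate without enzyme; some results filed as inactive read as strong as hits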
Target sequence (Q92905 whole entry, looked up, one chain of several): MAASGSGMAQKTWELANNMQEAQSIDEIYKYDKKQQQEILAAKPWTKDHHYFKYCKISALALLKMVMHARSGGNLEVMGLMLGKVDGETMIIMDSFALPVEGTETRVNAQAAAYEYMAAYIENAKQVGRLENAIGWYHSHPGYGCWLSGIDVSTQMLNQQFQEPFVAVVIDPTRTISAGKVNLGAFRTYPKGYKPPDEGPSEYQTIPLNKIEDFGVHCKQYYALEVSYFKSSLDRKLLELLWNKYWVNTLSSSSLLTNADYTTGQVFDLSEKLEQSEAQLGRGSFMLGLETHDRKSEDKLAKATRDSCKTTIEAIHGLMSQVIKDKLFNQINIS
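Assay system: purified human Csn5 enzyme expressed in HEK293T cells; Input: 0.24 nM Csn5 enzyme, final concentration; Reagent: 10 nM SCFSkp2-Nedd8OG; Compound dosing: 12.5 µM single point; Times: reaction 90 min, room temperature; Technique: fluorescence polarization readout.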
An asterisk follows results filed as active; i = inactive. Not a hit list; overall some 4% were active at least once.

SMILES	MsrA inh	Rin1-Abl PPI inh	Neddyl block	PABP1 MLLE inh	TbMetRS inhib	MsrA act	E coli Lon inh	FAS TE block	CSN deneddyl inh
COc1ccc(Br)cc1C1CC(=O)N2CN(C)CSC2=C1C#N (configuration not stated)	0.1	0	i	-20	0.1	0	-7	-2	-3
Cc1cccc(NCc2nc(SCC(=O)Nc3ccccc3)n[nH]2)c1	1.1	1	i	-2	0.2	-6	3	-5	0
CC(C)[C@H](NC(=O)c1ccccc1)C(=O)OCC(=O)N1CCN(C(=O)c2ccco2)CC1	-1.6	1	i	1	-1.1	-9	2	-7	-2
COc1ccc(NC(=O)Nc2ccc(Br)cn2)cc1OC	2.8	0	i	-7	-1.4	-10	-6	-7	-3
O=C(CSc1nc2ccc(F)cc2c(=O)n1-c1ccccc1)Nc1ccc2c(c1)CCC2	0.5	-1	i	-4	0.0	1	-4	39	-2
CC1(C)Cc2nc3sc(C(=O)NCCO)c(N)c3cc2CO1	0.3	-5	i	1	-0.4	-3	6	-5	3
CCc1nc(Sc2nc(C)cc(C)n2)c2oc3ccccc3c2n1	0.0	-5	i	4	-0.5	-5	-10	1	2
Cc1ccsc1/C=N\Nc1cn[nH]c(=O)c1Cl	3.9	-1	i	5	0.2	-6	6	0	-12
CCOC(=O)c1ccc(NC(=O)Nc2cc(C)on2)cc1	1.1	6	i	1	-0.7	-3	0	-1	1
O=C(Nc1ccccc1C(=O)N1CCOCC1)C1COc2ccccc2O1 (configuration not stated)	-0.4	2	i	-25	-1.0	-3	-1	-1	-2
C[C@H]1CN(Cc2ccccc2)C(=O)[C@@H]1CC(=O)Nc1ccccc1	-1.1	2	i	-32	-0.9	-1	-3	-6	-1
CCOC(=O)C1CSC(CC(=O)Nc2ccc(OCC)cc2)C(=O)N1 (configuration not stated)	0.7	1	i	3	-0.6	-2	-5	-2	-7
CC(C)(/C=N/O)/[N+]([O-])=C/C=[N+](\[O-])C(C)(C)/C=N/O	1.5	2	i	7	-1.2	-6	-3	-2	1
O=C(NC1CC1)C1=NOC(CNc2ncc(C(F)(F)F)cc2Cl)C1 (configuration not stated)	0.3	0	i	1	-0.6	1	1	-8	-4
Cc1cc(-c2ccccc2)n(-c2ccc(C(=O)N3CCN(c4ncccn4)CC3)cc2)n1	1.2	1	i	-7	-0.1	-1	-4	6	-1
O=C(NCCCN1CCCCCC1)C1CC(=O)N(CCc2ccccc2)C1 (configuration not stated)	1.1	0	i	-5	-0.7	1	2	-8	0
Cc1nnc(SC2CC(=O)N(c3ccccc3)C2=O)s1 (configuration not stated)	-0.2	-1	i	37	-1.2	-3	-6	-5	3
Cc1ccc(CNC(=O)C2CCC(=O)N(Cc3cccc(F)c3)C2)s1 (configuration not stated)	0.2	-2	i	11	-0.1	-1	-5	-5	-6
Cc1cccc(-c2nnc(SCC(=O)Nc3ncccn3)n2C)c1	1.1	0	i	-6	-1.3	-8	13	-3	0
O=C1/C(=C/c2ccc(F)cc2)SC(=S)N1N1CCOCC1	-1.0	1	i	2	-0.4	-8	0	-3	-4
CCOc1ccc2nc(SCC(=O)Nc3cc(C)on3)c(C)cc2c1	-0.1	2	i	5	-0.9	-4	3	9	3
O=C(N[C@H](Cc1cc(=O)[nH]c2ccccc12)C(=O)O)c1ccc(Cl)cc1	1.4	-1	i	-12	-1.4	-8	15	-1	-3
CCCNCc1nnc(-c2ccccc2Cl)o1	1.6	1	i	-4	1.1	-4	-1	-10	-5
Cc1noc(C)c1COC(=O)c1cccc(S(=O)(=O)N2CCOCC2)c1	0.1	-2	i	23	-0.3	-2	-1	-4	-3
CCC(=O)Nc1ccc2nc(C)n(CC(=O)Nc3ccccc3)c(=O)c2c1	1.1	4	i	-6	0.5	-2	-12	1	-2
CCN(CC(=O)NCc1ccc(Cl)cc1)C(=O)CCC(=O)c1ccc(F)cc1	-0.5	0	i	10	-0.2	2	10	4	6
CC1(C(=O)NS(=O)(=O)c2ccc(F)cc2F)CCN1C(=O)c1ccco1 (configuration not stated)	0.2	2	i	-11	-0.2	0	4	-8	-2
CCOCCCNC(=O)C1(O)c2cc(Br)ccc2NC(=O)N1c1ccc(OCC)cc1 (configuration not stated)	-0.4	1	i	-1	-1.0	-4	-5	-3	2
C=CCSc1nnc(C)n1-c1ccc(Cl)cc1	0.6	-1	i	3	-0.2	-4	2	-9	-5
O=C(N/N=C/c1ccccc1)c1ccc(N2CCOCC2)c([N+](=O)[O-])c1	-1.1	-2	i	-9	0.4	-4	-4	-11	-2
COC(=O)Nc1nc2ccc(Br)cc2s1	1.1	0	i	-1	-0.7	-4	-3	-2	0
CC(=O)c1cccc(NS(=O)(=O)c2ccc(N/C=C\C(=O)c3ccc(F)cc3)cc2)c1	0.6	1	i	-4	-0.3	-4	0	9	2
CCn1cc(CCC(=O)NCc2ccc(F)cc2)c2ccccc21	-0.8	1	i	14	-0.3	0	-4	3	3
COc1ccccc1NC(=O)c1ccc(-n2cccn2)nc1	0.6	-1	i	10	0.3	0	-2	-3	1
CCCCN1C(=O)C(NC(=O)c2cccnc2)(C(F)(F)F)C2=C1CC(C)(C)CC2=O (configuration not stated)	0.9	-2	i	-3	-0.1	-2	-4	-9	-2
C/C(=C\C(=O)c1ccccc1)Nc1ccc(Cl)c(Br)c1	-0.8	1	i	0	-2.2	-8	2	8	2
COc1ccc(/C=C/C=C2\NC(=S)NC2=O)cc1	1.2	2	i	-65	-0.6	-9	-11	-6	-1
C/C(=N\NC(=O)c1c(Cl)c(C)nn1C)c1cccc(NC(=O)COc2ccccc2)c1	-0.1	-3	i	12	-0.9	-7	0	-4	6
Cc1cccc(Nc2nn3c(=O)c4ccccc4nc3s2)c1	0.7	-3	i	2	0.1	-2	1	-4	31
COc1ccc(OCC(=O)NNC(=O)C2CCCO2)cc1 (configuration not stated)	-0.9	-1	i	19	-1.1	-7	7	-11	-5
CCN(CC)CCCn1c2c(c(SCC(=O)Nc3ccc(F)c(F)c3)nc1=O)CCC2	0.0	-1	i	5	-0.1	-2	-3	-2	4
N#Cc1c(N)nc2c3c(sc(=N)c2c1N)NC(=O)CC3c1ccccc1 (configuration not stated)	0.2	-5	i	-19	0.1	-4	-18	-9	5
O=c1c2c(-c3cccs3)csc2ncn1-c1ccccc1	2.7	-7	i	3	-0.3	-1	6	8	3
CN(C(=O)Nc1ccc(Cl)cc1Cl)[C@H]1c2cc(Br)ccc2OC[C@H]1CO	0.2	3	i	4	1.8	-2	-3	50*	0
COc1ccc(/C=N/Nc2nc3ccccc3s2)cc1O	4.2	4	i	-1	-0.8	-4	10	9	1
COc1ccc(CC(=O)c2ccc(OC)c(OC)c2)cc1	0.4	-2	i	0	0.3	-2	-9	-4	-4
CSCCC(NC(=O)c1ccc([N+](=O)[O-])cc1Cl)C(=O)OC1CCCCC1=O (configuration not stated)	-0.6	3	i	10	-0.4	-2	2	30	-5
Cc1cccc(NC(=O)CNC(=O)c2ccc(-n3cncn3)c([N+](=O)[O-])c2)c1C	-2.0	1	i	3	19*	-1	-8	-2	-1
COc1ccc(NC(=O)N2CCCCCC2)cc1	-0.3	3	i	8	-0.8	-6	-3	-1	0
O=C(COc1ccc(Cl)cc1)Nc1ccc2c(c1)CCC2	0.8	-2	i	-6	-2.1	-9	-9	32	-6
O=S(=O)(Nc1nc2ccccc2nc1NCC1CCCO1)c1cc(Cl)ccc1Cl (configuration not stated)	4.5	-1	i	7	0.0	-7	3	-3	3
O=C1C2C3C=CC([C@@H]2C(=O)N1C1CC1)[C@H]1C(=O)N(C2CC2)C(=O)C31 (some centres not stated)	-1.2	0	i	-1	-1.3	-12	-1	-9	1
COc1ccc(Nc2nc(N)c([N+](=O)[O-])c(N3CCN(C)CC3)n2)cc1	1.7	-1	i	-2	-1.4	-8	1	-4	2
O=C(Nc1ccc(OCc2ccccc2)cc1)Nc1nnc([C@@H]2C[C@H](O)[C@@H](CO)O2)s1	0.3	2	i	-4	-0.4	-10	-10	-1	2
CCOC(=O)c1sc(NC(=O)CCCn2nc([N+](=O)[O-])cc2C)c(C(=O)OCC)c1C	-1.2	0	i	-5	-1.7	-11	-10	20	-5
N#Cc1ccc(-c2nc3ccc(Br)cn3c2Cc2ccsc2)cc1	-0.9	2	i	7	-1.0	-9	-4	0	-2
COc1ncccc1-c1nnn(-c2ccc(C)cc2)n1	-0.9	5	i	4	-0.1	-7	3	-1	-1
COc1cc([N+](=O)[O-])ccc1NC(=O)Nc1nc2c(s1)CCCC2	0.1	-1	i	-8	-0.4	-7	0	2	-3
Cc1ccc(S(=O)(=O)N2CCOCC2)cc1NC(=O)COC(=O)CNC(=O)c1ccccc1	-0.6	2	i	-19	0.9	-2	-12	-8	-7
Cc1cccc(Cl)c1NC(=O)N1CCCN(c2ncccc2[N+](=O)[O-])CC1	-0.6	1	i	4	-0.9	-5	25*	-1	-1

Later entries:
SMILES	MsrA inh	Rin1-Abl PPI inh	Neddyl block	PABP1 MLLE inh	TbMetRS inhib	MsrA act	E coli Lon inh	FAS TE block	CSN deneddyl inh
C[C@@H]1CN([C@@H](C)CO)S(=O)(=O)c2ccc(/C=C/c3ccccc3)cc2O[C@@H]1CN(C)Cc1ccc(C(=O)O)cc1	2.2	-1	i	4	-0.5	-2	0	8	-1
COc1cc(NC(=O)CS(=O)(=O)c2ccccc2)cc(OC)c1OC	0.4	-3	i	5	0.7	0	5	-12	-4
CCc1ccccc1N(CC(=O)NC1CCCCC1)C(=O)CCCC(=O)Nc1ccccn1	-1.8	3	i	6	0.9	-1	4	-1	2
S=C1NCN(Cc2ccco2)CN1Cc1ccco1	0.3	-4	i	-90	0.3	-2	1	-3	-4
C=CCn1c(SCC(=O)NCc2ccc3c(c2)OCO3)nc2scc(-c3ccccc3)c2c1=O	-0.3	2	i	19	-0.4	-2	-14	25	1
COc1cc(SC)ccc1C(=O)Nc1nccs1	2.4	3	i	1	-1.6	-11	2	-1	-9
CC(=O)c1sc(NC(=O)CCN2C(=O)C3CC=CCC3C2=O)nc1-c1ccccc1 (configuration not stated)	2.5	-1	i	2	-0.3	4	-16	-3	1
Cc1c(Cl)cccc1NC(=S)NCCc1ccc(C(F)(F)F)cc1	-0.3	0	i	16	-0.3	0	-3	30	2
COc1ccc(C)cc1S(=O)(=O)NC1CC1	-0.6	0	i	3	-0.3	-1	-9	-3	-1
O=C(Cn1cnc2c(oc3ccccc32)c1=O)c1ccccc1	-0.3	6	i	-6	-0.7	2	-13	-15	5
CCOc1ccc(Br)cc1S(=O)(=O)N1CC(C)OC(C)C1 (configuration not stated)	-0.5	-6	i	-6	0.3	-1	8	3	-5
CCN(C(=O)c1cnc(N2CCN(c3ncccn3)CC2)c2ccccc12)c1cccc(Cl)c1	0.7	-1	i	4	-0.1	2	1	15	3

Record cards (already shown). Order of screens: MsrA inh	Rin1-Abl PPI inh	Neddyl block	PABP1 MLLE inh	TbMetRS inhib	MsrA act	E coli Lon inh	FAS TE block	CSN deneddyl inh
Listed for CC(=O)c1sc(NC(=O)CCN2C(=O)C3CC=CCC3C2=O)nc1-c1ccccc1 (configuration not stated) → 2.5	-1	i	2	-0.3	4	-16	-3	1
Listed for C[C@@H]1CN([C@@H](C)CO)S(=O)(=O)c2ccc(/C=C/c3ccccc3)cc2O[C@@H]1CN(C)Cc1ccc(C(=O)O)cc1 → 2.2	-1	i	4	-0.5	-2	0	8	-1
Listed for S=C1NCN(Cc2ccco2)CN1Cc1ccco1 → 0.3	-4	i	-90	0.3	-2	1	-3	-4
Listed for COc1ccc(C)cc1S(=O)(=O)NC1CC1 → -0.6	0	i	3	-0.3	-1	-9	-3	-1
Listed for CCc1ccccc1N(CC(=O)NC1CCCCC1)C(=O)CCCC(=O)Nc1ccccn1 → -1.8	3	i	6	0.9	-1	4	-1	2
